Bioassay records deposited in PubChem by The Scripps Research Institute Molecular Screening Center.
M1 ag: human M1 muscarinic receptor agonists, primary screen, Fluo-8 calcium fluorescence, CHO-K1 cells, HTS; Muscarinic acetylcholine receptor M1 (Homo sapiens), P11229; CHO-K1 hM1, agonist mode; 0% DMSO, 100% acetylcholine EC100; activation, % at 3 µM; AID 588814, 2011; hit rate 0.33% among 360,000;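 active means activation above the run's mean compound activation plus 3 SD, cut at about 16% in these data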;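 further: peak over basal fluorescence ratio within a 140 s kinetic read after compound addition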
CHO parental Ca: ATP-evoked calcium signal inhibitors, parental CHO, primary screen, counter-screen for OX1R antagonist project, cell-based, fluorescence, Fluo-8 calcium dye; inhibition, % at 5.6 µM; parental CHO-K1, ATP-induced calcium, Fluo-8 fluorescence; AID 463079, 2010; hit rate 0.63% among 330,000;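 active means inhibition above that plate's mean sample inhibition plus 3 SD, cut at about 26% in these data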;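 further: 0% = ATP-challenged DMSO wells and 100% = DMSO wells without ATP; some compounds past the cut are filed as inactive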
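Material – parental CHO cells · Reagent – ATP stimulus · Compound – single nominal dose of 5.6 µM per compound · Detection – Fluo-8 fluorescence · Read-out basis – percent inhibition of calcium signal · Controls – ATP-challenged DMSO wells low, unchallenged DMSO wells high · Repeats – no replicates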
CHO-K1 Ca ag: counter-screen for M1 agonists: effect in parental CHO-K1 cells; hit rate 0.48% among 360,000; activation, % at 3 µM; Fluo-8 calcium fluorescence; scaled to maximal ATP response, vehicle zero; in the data active means activation above about 15%;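 further: untransfected CHO-K1 host cells lacking M1 receptor as counterscreen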
CHO-K1 Ca PAM: nonselective calcium activators in parental CHO-K1 cells, primary screen, counter-screen for M1 PAM project, cell-based, Fluo-8 calcium fluorescence, full deck, 1536-well. ATP EC20; 0% at ATP EC20, 100% at ATP max. activation, % at 3 µM. hit rate 0.02% among 360,000;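 active means activation above the run cutoff, the mean activation of all test compounds plus 3 SD, cut at about 40% in these data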;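 further: peak over basal fluorescence ratio in a 140 s read after ATP addition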
TAAR1 agonist: human TAAR1 agonists, primary screen, Fluo-8 calcium fluorescence, CHO RD-HGA16 cells; Trace amine-associated receptor 1 (Homo sapiens), Q96RJ0; vehicle wells 0%, saturating PEA agonist 100%; hit rate 0.99% among 360,000; activation, % at 3 µM;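 active means activation above the mean activation of all test compounds in the run plus 3 SD, cut at about 38% in these data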
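Repeats: no replicates (n 1) | Material: CHO-derived RD-HGA16 cells with stable Gα16 and human TAAR1 | Technique: Kinetic Fluo-8 calcium fluorescence | Schedule: 17-24 h seeding, 75 min 37 °C dye, 30 min RT | Evaluation: % activation from peak over basal fluorescence ratio, DMSO-to-PEA scaled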
V1R ag counter: agonists of human V1a receptor, primary screen, counter-screen for OXTR agonist project, fluorescence, CHO-V1R cells | Vasopressin V1a receptor (Homo sapiens), P37288 | Fluo-8 calcium fluorescence, agonist mode; 0% DMSO, 100% 3 nM vasopressin | activation, % at 3 µM | hit rate 0.25% among 320,000 | AID 2797, 2010;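 active means activation above the mean activation of all tested compounds plus 3 SD, per screening run, cut at about 20% in these data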;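 further: signal is peak over basal fluorescence ratio across a 100 second FLIPR read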
Target sequence (P37288 whole entry, looked up): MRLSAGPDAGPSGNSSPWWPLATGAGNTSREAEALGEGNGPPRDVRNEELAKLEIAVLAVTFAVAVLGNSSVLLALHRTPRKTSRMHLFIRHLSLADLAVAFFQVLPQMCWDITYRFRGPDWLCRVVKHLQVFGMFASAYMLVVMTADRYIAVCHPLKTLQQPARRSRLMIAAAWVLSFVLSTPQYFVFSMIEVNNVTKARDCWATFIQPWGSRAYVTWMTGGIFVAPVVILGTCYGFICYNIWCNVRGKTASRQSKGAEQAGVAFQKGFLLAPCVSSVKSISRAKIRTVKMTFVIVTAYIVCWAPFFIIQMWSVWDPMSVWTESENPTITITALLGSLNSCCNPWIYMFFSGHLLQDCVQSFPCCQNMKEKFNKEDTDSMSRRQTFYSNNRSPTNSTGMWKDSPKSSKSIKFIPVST
CHO-K1 Ca antag: counter-screen for M1 antagonists: effect in parental CHO-K1 cells | ATP-induced calcium, Fluo-8 fluorescence | inhibition, % at 3 µM | hit rate 0.6% among 360,000;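 active means inhibition above a per-plate cutoff, the plate's mean sample inhibition plus 3 SD, cut at about 24% in these data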;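 further: 0% = DMSO plus EC80 ATP and 100% = DMSO alone without ATP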
OXTR potentiator: human OXTR potentiators, primary screen, fluorescence, CHO-OTR cells, Fluo-8 calcium; Oxytocin receptor (Homo sapiens), P30559; Fluo-8 calcium fluorescence, potentiator mode; 0% = oxytocin EC15, 100% = EC100; activation, % at 3 µM; hit rate 0.061% among 320,000; AID 2445, 2010;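 active means activation above that plate's cutoff, the mean activation of tested compounds plus 3 SD, cut at about 6.6% in these data, passing the limit was not always enough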;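 further: 100% uses oxytocin at 75 nM as the full agonist control; some results filed as inactive read as strong as hits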
Target sequence (P30559 whole entry, looked up): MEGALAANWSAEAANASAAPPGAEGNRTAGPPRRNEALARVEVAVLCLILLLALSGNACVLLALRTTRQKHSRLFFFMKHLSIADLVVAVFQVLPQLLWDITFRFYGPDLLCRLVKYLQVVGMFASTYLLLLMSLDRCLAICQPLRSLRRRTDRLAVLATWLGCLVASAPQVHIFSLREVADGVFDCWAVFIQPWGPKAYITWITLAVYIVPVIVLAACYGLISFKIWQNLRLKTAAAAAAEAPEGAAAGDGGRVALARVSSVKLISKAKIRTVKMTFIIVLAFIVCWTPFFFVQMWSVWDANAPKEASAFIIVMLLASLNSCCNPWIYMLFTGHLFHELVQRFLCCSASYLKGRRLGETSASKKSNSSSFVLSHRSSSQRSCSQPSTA
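Material: CHO-OTR cells, human receptor; compound dosing: single dose, 3.0 µM nominal final compound concentration; schedule: 6 min compound pre-incubation at room temperature, 100 s kinetic read; measured by: kinetic Fluo-8 calcium fluorescence; read-out basis: % activation vs EC15 and EC100 oxytocin; controls: EC15 oxytocin alone as 0%, 75 nM oxytocin as 100%; replicates: singlicate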
TAAR1 antagonist: human TAAR1 antagonists, primary screen, Fluo-8 calcium fluorescence, CHO RD-HGA16 cells; antagonist; hit rate 1.5% among 360,000; Trace amine-associated receptor 1 (Homo sapiens), Q96RJ0; inhibition, % at 3 µM;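 active means inhibition above a per-plate cutoff, the mean inhibition of test compounds on that plate plus 3 SD, cut at about 49% in these data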;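 further: 0% = DMSO plus EC80 beta-PEA response and 100% = DMSO alone without agonist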
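System: CHO RD-HGA16 cells bearing hTAAR1. Reagent: EC80 β-phenethylamine stimulus. Schedule: seeding 17-24 h prior, 75-min 37 °C, 30-min RT dye loading. Signal: Fluo-8 intracellular calcium dye fluorescence, real-time kinetic reads. Read-out: % inhibition from peak post-agonist over basal fluorescence ratio. Benchmarks: vehicle wells and EC80 agonist wells. Replicates: n of 1.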
Starred values were filed as active, the others as inactive; · = not tested or not shown.

SMILES	M1 ag	CHO parental Ca	CHO-K1 Ca ag	CHO-K1 Ca PAM	TAAR1 agonist	V1R ag counter	CHO-K1 Ca antag	OXTR potentiator	TAAR1 antagonist
O=C(O)C1C2CCC(O2)C1C(=O)Nc1cnn(Cc2ccccc2)c1 (centres undefined)	-5	0	1.1	20	16	0.8	-2	-2	12
COCCNC(=O)C1CCCN(C(=O)c2ccc(F)c(C)c2)CC1 (centres undefined)	-1	·	-0.1	8	4	·	-10	·	2
O=C1OC(Cc2ccccn2)C(=O)C1=C1SCCS1 (centres undefined)	-6	-4	-0.2	5	1	0.6	10	-6	-21
CCOC(=O)CNC(=S)N1CCn2c(nc3ccccc32)C1	-1	-4	0.8	-9	9	1.6	-13	-11	-6
COC1CCN(C(=O)c2ccc(OC3CCN(Cc4ccccn4)CC3)cc2)CC1	-8	-5	1.2	10	2	0.3	-13	-3	-30
Cc1cccn2c(/C=N/OCc3ccc(F)cc3)c(-c3ccc(Cl)cc3)nc12	-3	-4	0.7	20	15	-0.3	-7	-8	-25
CCOC(=O)c1[nH]c2ccc(Br)cc2c1NC(=O)CNC	-6	-29	1.1	5	4	-0.4	-4	4	18
C/C(=N/Nc1cc(-c2ccccc2)nc(-c2ccccc2)n1)c1ccc(O)cc1	-4	-13	-0.1	17	1	0.6	-13	-1	-19
Cc1cccc(N(C(=O)c2sc(C)nc2C)C(C(=O)NCc2ccco2)c2ccccc2)c1 (centres undefined)	-7	-17	0.8	29	5	-1.0	-14	-4	0
Cc1ccccc1C(=O)NCC(=O)N1CCN(c2ccccn2)CC1	-4	-17	2.1	11	2	0.1	-12	-2	-15
CC(C)C(C(=O)OCC(=O)c1ccccc1)N1C(=O)C2C3C=CC(C3)C2C1=O (centres undefined)	-9	-3	1.4	16	3	-0.1	-5	-12	-18
Nc1ccc2[nH]ncc2c1	-1	6	0.1	-1	3	-0.3	0	-16	-3
Cc1cc(=O)[nH]c(N/N=C/c2cn(CCC#N)nc2-c2ccccc2)n1	-2	-3	-0.7	9	1	0.4	-4	-10	22
CCCCN1C(=O)C(NC(=O)CC(C)C)(C(F)(F)F)C2=C1CC(C)(C)CC2=O (centres undefined)	-3	-19	-0.1	9	4	-0.3	-3	-14	-13
O=C(Nc1cc(C(F)(F)F)ccc1-n1cncn1)C1CC1	-3	2	0.7	25	6	0.3	-6	-7	-20
CCCCNC(=O)c1cc2ccccc2s1	-8	1	-0.1	11	3	-0.1	-5	-6	-33
O=C1CN2C(=Nc3ccc(Br)cc3C2c2ccccc2)CCN1 (centres undefined)	0	-10	0.0	-7	0	-0.1	17	-12	30
COc1ccc(-c2noc(C(C)n3nc(C)c([N+](=O)[O-])c3C)n2)cc1OC (centres undefined)	2	-23	-0.1	23	5	0.4	-6	-6	13
Cc1ccc(N(C(=O)CNC(=O)c2ccco2)C(C(=O)NC2CCCCC2)c2cccnc2)cc1 (centres undefined)	-4	-4	-0.6	-15	3	0.2	1	1	5
CC(C)C(NS(=O)(=O)c1ccc2c(c1)C(C)(C)C(=O)N2C)C(=O)NCc1ccc(F)cc1 (centres undefined)	-6	-2	0.0	-3	-1	0.5	0	-4	-3
O=[N+]([O-])c1ccc(F)cc1F	-2	-3	-0.4	1	3	1.4	5	-7	-3
N#Cc1ccc(C23OCCN2CCn2c3c3ccccc3[n+]2[O-])cc1 (centres undefined)	-7	3	1.2	5	14	0.7	-11	-3	8
C/C(=N\NC(=O)c1ccccc1F)c1cccc(NC(=O)c2ccc(C)cc2)c1	-2	-9	0.8	-25	4	0.1	17	-6	44
O=C(Nc1ccc(Cl)cc1)C1CC2CCCC(C1)C2=O (centres undefined)	-5	-7	1.2	28	11	0.4	-4	2	-13
CC(NC(=O)C1CC1)C(c1cccs1)N1CCOCC1 (centres undefined)	-1	-3	-0.2	-12	2	1.2	-7	-3	-3
O=c1oc(CCCO)cc2ccc(/C=C/c3cccc([N+](=O)[O-])c3)cc12	-1	-16	0.3	-6	14	3.9	0	-5	31
COc1ccc(N(C)C(=O)C2CCN(S(=O)(=O)c3cccc4nonc34)CC2)cc1	-3	-9	0.8	11	0	0.5	-6	-11	2
CC[C@]12c3[nH]c4cc(CCC(=O)N(C)C)ccc4c3CCN1C(=O)[C@@H](CC(=O)NCCC1=CCCCC1)C[C@@H]2C(=O)N1CCN(C(=O)c2ccco2)CC1	-8	-18	0.3	2	12	·	-15	·	-7
CCOCCn1c(SCCCc2ccccc2)nc2c1c(=O)[nH]c(=O)n2C	1	-34	-0.2	2	20	-1.6	22	-4	-16
CCC(C)NC(=O)CSc1nc2ccsc2c(=O)n1-c1ccc(OC)cc1 (centres undefined)	-4	0	1.9	14	6	-1.1	12	0	11
COc1ccc(CN2CCc3ccc(NC(=O)CCc4ccccc4OC)cc3C2)c(O)c1	-11	-9	9.8	10	6	3.3	-3	-12	59*
CC(C)[C@H](NC(=O)OCc1ccccc1)C(=O)NCc1ccccc1	-8	-16	1.9	-5	8	-0.8	3	-8	-14
O=C(NCCCC1CCCC1)C1CCC(=O)N(Cc2ccc(Cl)cc2)C1 (centres undefined)	-4	-29	0.6	22	-2	2.1	-6	-8	-33
O=C(Nc1nnc(Cc2ccccc2F)s1)Nc1ccccc1F	-1	10	1.0	10	-1	1.4	-4	-6	3
CCCCCc1nc2c(C#N)c(-c3ccc(Cl)cc3)ccn2n1	-1	-2	-0.4	6	-1	-0.8	8	-5	16
COc1cc(CC(=O)Nc2nccs2)cc(OC)c1OC	-3	3	1.2	0	17	0.7	-9	-5	6
Cn1ccnc1SCCNC(=O)CCc1nnc(CCc2ccccc2)o1	-10	-3	1.1	27	11	-0.1	-10	-8	1
CN1CCc2c(sc(NC(=O)C3CCCCC3)c2C(N)=O)C1	-1	1	0.7	-3	1	-0.3	4	-6	-6
CCc1c(C)nc(SCC(=O)c2ccc(C)c(C)c2)[nH]c1=O	-8	-9	8.1	8	13	3.2	-11	-13	-15
O=C(CN1CCCCC1)N=Nc1c(O)[nH]c2ccccc12	-8	7	0.1	11	-1	0.1	-7	-20	-12
Cc1c(NS(=O)(=O)c2ccccc2)c(=O)n(-c2ccccc2)n1C	-1	-11	0.9	19	2	-0.3	-10	-16	-8
CC(C)CN(CC(C)C)C(=O)Cc1coc2ccc3ccccc3c12	-2	1	0.5	37	3	0.2	-21	-8	-16
C#CCOCCOCCOCCNc1nc(N2CCOCC2)nc(N2CCN(C(=O)CCCCCCCCCCNC(=O)[C@H](CO)n3cc(CCCSC)nn3)CC2)n1	-9	-33	-0.1	-1	10	1.2	-8	-2	35
CC(C)(C)C(=O)Nc1cc(S(=O)(=O)N2CCCCC2)ccc1N1CCCCC1	-11	11	-0.7	7	0	-0.7	-8	2	-23
Cc1ccc(-n2c(C)cc(/C([O-])=C(/C(=S)Nc3ccc(F)c(Cl)c3)[n+]3ccccc3)c2C)cc1	-3	-15	0.6	16	2	-1.4	-6	-29	-10

Fetched by compound from the list above:
SMILES	M1 ag	CHO parental Ca	CHO-K1 Ca ag	CHO-K1 Ca PAM	TAAR1 agonist	V1R ag counter	CHO-K1 Ca antag	OXTR potentiator	TAAR1 antagonist
CC(C)(C)C(=O)Nc1cc(S(=O)(=O)N2CCCCC2)ccc1N1CCCCC1	-11	11	-0.7	7	0	-0.7	-8	2	-23
COc1cc(CC(=O)Nc2nccs2)cc(OC)c1OC	-3	3	1.2	0	17	0.7	-9	-5	6
Cc1c(NS(=O)(=O)c2ccccc2)c(=O)n(-c2ccccc2)n1C	-1	-11	0.9	19	2	-0.3	-10	-16	-8

(further entries)
SMILES	M1 ag	CHO parental Ca	CHO-K1 Ca ag	CHO-K1 Ca PAM	TAAR1 agonist	V1R ag counter	CHO-K1 Ca antag	OXTR potentiator	TAAR1 antagonist
COc1ccc(Br)cc1/C=N/NC(=O)CN1CCN(Cc2ccccc2)CC1	-7	-25	0.1	14	2	0.6	-9	-6	-31
CC(NC(=O)c1cc(S(=O)(=O)N2CCOCC2)cn1C)c1ccccc1 (centres undefined)	-1	-5	0.3	12	1	0.7	-7	0	-10
CC1(C(=O)OCC(=O)Nc2ncc(Cl)cc2Cl)CC1(Cl)Cl (centres undefined)	0	·	0.2	-22	0	·	10	·	-12
CCCCN(CC)S(=O)(=O)N1CCC(C(=O)NCCCN2CCOCC2)CC1	-9	1	-0.1	15	2	0.9	-7	-6	-5
N#C/C(C(=O)c1ccccc1)=C1/CCCCCN1	-2	-7	0.2	-1	12	0.9	-2	1	-10
COc1ccc(C2CCCN2C(=S)Nc2cccc(Cl)c2)cc1OC (centres undefined)	-1	-11	3.1	8	-3	1.7	-15	-5	15
COc1ccc(Cl)cc1NC(=O)c1oc(C)nc1C	-1	-15	0.5	1	1	-0.8	-11	-6	-2
COc1ccccc1CN1CC(C(=O)NCCn2ccc(C)n2)CCC1=O (centres undefined)	0	-6	-0.3	-12	2	0.6	16	-7	-11
COc1ccc(Br)c(C(=O)NC2CCCC2)c1	-4	-9	9.9	24	0	-0.5	-14	-5	6
CC1(/[N+]([O-])=C/c2ccc(F)cc2)CCCCC1=O (centres undefined)	-1	3	-0.2	-15	1	-0.6	6	0	-5
COc1ccc(S(=O)(=O)NNC(=O)c2ccccc2-n2cccc2)cc1	-7	-20	0.1	5	0	-0.7	3	-2	10
CN(c1ccc(Cl)cc1)c1cc2c(c3c1ccn3C)C1CCC2O1 (centres undefined)	-4	·	0.4	11	0	·	4	·	-16
C=CCn1c(SCC(=O)c2ccc(O)c(O)c2)nnc1-c1cccc(OC)c1	8	-4	-0.3	2	8	0.2	4	-8	8
COc1ccccc1C(=O)N1N=C(c2ccc(NS(C)(=O)=O)cc2)CC1c1cccs1 (centres undefined)	-5	-6	-0.9	2	7	-0.1	-11	-17	-26
